# TDP1 cell noCPT: qHTS for Inhibitors of human tyrosyl-DNA phosphodiesterase 1 (TDP1): qHTS in cells in absence of CPT; AID 686978, 2013; Potency, µM (highest dose often 46.2 µM), for the others: at the highest dose activity change, negative = growth inhibition, usual class: inhibitors; DT40 Tdp1-/- hTDP1 cells, no CPT, ATP luminescence, 48 h; 420,000 compounds, 15% hits; note: nearly all actives have a fitted effect of over 55% in size
#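 Compound effects on proliferation are scored in DT40 Tdp1-/-;hTDP1 cells in the absence of CPT. ATP levels (CellTiter-Glo luminescence) are recorded after a ≥48 hr, 37 °C incubation.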
# KAT2A inh: blocks human GCN5L2 histone acetyltransferase; Q92830; GCN5L2 HAT assay, ThioGlo1 CoA-SH fluorescence; Potency, µM (highest dose often 58.9 µM), for the others: at the top dose activity change, negative = inhibition, hits mostly inhibitors; 390,000 compounds, 0.21% hits
# Target sequence (Q92830 whole entry, looked up): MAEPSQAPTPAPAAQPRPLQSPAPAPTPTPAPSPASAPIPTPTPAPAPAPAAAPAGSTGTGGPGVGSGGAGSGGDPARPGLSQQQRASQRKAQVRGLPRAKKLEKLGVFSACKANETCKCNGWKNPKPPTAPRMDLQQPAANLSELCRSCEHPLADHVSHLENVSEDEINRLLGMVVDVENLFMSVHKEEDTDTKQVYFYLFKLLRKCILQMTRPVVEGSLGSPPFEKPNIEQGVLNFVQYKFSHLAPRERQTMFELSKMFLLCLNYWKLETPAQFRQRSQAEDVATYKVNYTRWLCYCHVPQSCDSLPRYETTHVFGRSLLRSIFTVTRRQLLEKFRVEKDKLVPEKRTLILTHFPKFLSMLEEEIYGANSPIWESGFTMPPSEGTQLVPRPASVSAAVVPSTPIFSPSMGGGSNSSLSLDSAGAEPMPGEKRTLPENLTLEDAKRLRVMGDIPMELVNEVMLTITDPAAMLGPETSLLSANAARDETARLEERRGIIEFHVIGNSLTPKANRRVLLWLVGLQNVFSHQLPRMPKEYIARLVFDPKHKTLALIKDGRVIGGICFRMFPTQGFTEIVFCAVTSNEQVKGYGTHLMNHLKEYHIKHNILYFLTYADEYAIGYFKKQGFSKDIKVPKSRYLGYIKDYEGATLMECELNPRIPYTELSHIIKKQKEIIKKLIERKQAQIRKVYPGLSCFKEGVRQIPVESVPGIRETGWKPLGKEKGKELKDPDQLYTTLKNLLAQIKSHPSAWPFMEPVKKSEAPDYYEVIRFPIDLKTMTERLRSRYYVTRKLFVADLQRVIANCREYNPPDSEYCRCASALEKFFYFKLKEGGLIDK
#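 Titration-based screen in which CoA formation is detected via maleimide probe ThioGlo1 (50uM) turning fluorescent on thiol reaction; substrates H3(1-25) 75uM and acetyl-CoA 70uM, GCN5L2 20nM, 20 min incubation at room temperature.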
# DT40 TDP1 CPT: DT40-hTDP1 cell growth loss with CPT. chicken DT40 Tdp1-/-;hTDP1 cells + 20 nM CPT, ATP luminescence, 48 h. Potency, µM (doses to about 46.2 µM), for the others: at the highest dose activity change, negative = growth inhibition, usual class: inhibitors. 420,000 compounds, 12% hits; note: nearly all actives have a fitted effect of over 55% in size
#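 Cell growth measured by CellTiter-Glo luminescence after a minimum 48 h, 37 C compound exposure with 20 nM CPT in Tdp1-knockout DT40 cells stably expressing hTDP1, seeded 400/well; qHTS titration format.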
# Starred values were filed as active, the others as inactive; u = inconclusive; x = no result given; [ ] = remark or other dose. Calls come from the whole dose curve; as a rule, active = well fitted curve in the direction sought with a large enough effect; inconclusive = small, poorly fitted or top-dose-only effect, or another doubt; inactive = no such curve, though single readings can be large; an effect the other way counts as inactive or inconclusive. % is set by controls: 0 for no effect and ±100 for the full control effect; potency is the fitted concentration of half-maximal effect.
SMILES,TDP1 cell noCPT,KAT2A inh,DT40 TDP1 CPT
Cc1cccc(N2CCN(C(c3ccncc3)c3nnnn3C(C)(C)C)CC2)c1C (centres undefined),18µM*,2%,-6%
CCOC(=O)N1CCC(N2C(=O)c3ccccc3C2Nc2ccccc2)CC1 (centres undefined),u,-16%,u
CN(Cc1cccnc1)C(=O)Cc1ccc(NS(=O)(=O)c2cccc(C(F)(F)F)c2)cc1,u,-22%,1%
COc1ccccc1-c1cn(S(=O)(=O)c2ccc(C)cc2)nc1N,u,-16%,u
O=C(CSc1ncccn1)N/N=C/c1ccccc1[N+](=O)[O-],-13%,-11%,6%
CCC(=O)Nc1nonc1-c1nc2ccccc2n1Cc1ccccc1,u,-23%,u
CCCn1nc(C(=O)OCC(=O)Nc2ccc(C(N)=O)cc2)c2ccccc2c1=O,-13%,-2%,-7%
O=C(CC1C(=O)NCCN1Cc1ccc(F)cc1Cl)NCc1ccon1 (centres undefined),27%,-13%,9%
CC(C)N(Cc1ccccc1)C(=S)NCc1ccccc1,u,-5%,-20%
COc1ccc(-n2cnnc2SCC(=O)Nc2ccccc2F)cc1,12%,-1%,-2%
CNc1cccc(-c2ccccc2CO)n1,-10%,x,-24%
CCOC(=O)N1CCN(C(=O)c2cc3c(=O)[nH]c4ccccc4c3s2)CC1,16µM*,-11%,u
COc1cccc(-c2c(-c3cc(OC)cc(OC)c3)n(C)c3ccc(-c4cnc(N5CCOCC5)nc4)cc23)c1,23µM*,1%,13µM*
CN(C)c1cccc2c1c(NC(=O)Nc1ccc(Cl)cc1Cl)nn2C,-26%,-3%,-21%
C=C1C(=O)O[C@H]2[C@H]1[C@H](OC(=O)/C(C)=C\C)C[C@]1(CO1)[C@@H]1[C@H](OC(C)=O)C=C(C)[C@]21O,13µM*,x,12µM*
COc1ccc2c(c1)CCC1(C)CC(=O)C=C21 (centres undefined),-24%,x,3%
CN1CCN(/C=N/c2c(C#N)cnn2C)CC1,-7%,-15%,-1%
CCN1C(=O)C(=O)c2cc(C)ccc21,5.8µM*,-5%,4.6µM*
CN(C)Cc1cccc(-c2ccccc2)c1O,11%,x,11%
Cc1cc(C(=O)N2CCCCCC2)cs1,u,4%,u
Cc1nc2sc(C(=O)OC(C)C)c(N)c2c(C)c1C,2%,-8%,3%
Cc1ccc(C2=N/C(=C\N(C)C)C(=O)O2)cc1,-1%,3%,-10%
Cc1nc(NC(=O)COC(=O)CNC(=O)c2ccco2)c(Cl)cc1Cl,-1%,-6%,-4%
COc1ccc(NC(=O)C2CC2)cc1OC1CCCC1,-13%,47%,16%
Cc1ccc(S(=O)(=O)N2CCOC2CNC(=O)C(=O)NCc2ccco2)cc1 (centres undefined),-7%,0%,3%
O=C(c1cccs1)N1CCN(C/C=C/c2ccccc2)CC1,u,5%,u
Fc1ccccc1OCCSc1nnnn1-c1ccccc1,-5%,-6%,-28%
CC1CC(C)CN(C(=O)C(C)N(C)CC(=O)Nc2ccc(Cl)cc2)C1 (centres undefined),15µM*,-7%,16µM*
COc1cc(CCNC(C)=O)c(C(=O)/C=C/c2cccc(OC)c2OC)cc1OC,-16%[9.04 µM],x,2%[9.04 µM]
O=C(CCC1N=C2c3ccccc3N=C(SCc3ccccc3Cl)N2C1=O)NCc1ccco1 (centres undefined),18µM*,12%,u
C(=NN=C1c2ccccc2-c2ccccc21)c1c[nH]c2ccccc12,u,x,u
COc1ccccc1Nc1cc(C)nc2c(C)cccc12,-26%,x,-30%
COc1cc(C2C(C#N)=C(N)Oc3cc(C)n(CC4CCCO4)c(=O)c32)cc2c1OCO2 (centres undefined),-9%,-6%,-13%
COc1cc(C)ccc1S(=O)(=O)NC(=O)C1(C)CCN1C(=O)Cc1ccc(C(C)(C)C)cc1 (centres undefined),-1%,x,0%
COc1ccc(-c2nnc(SCC(=O)Nc3sc4c(c3C#N)CCC4)n2CC2CCCO2)cc1 (centres undefined),u,-5%,u
O=C(Cc1ccc(S(=O)(=O)N2CCOCC2)s1)NNC(=O)c1ccccc1Cl,1%,-1%,-11%
N#CCCn1c(=O)c(CCc2ccccc2)nc2cnc(Nc3ccccc3)nc21,-21%,-2%,-2%
CC(OC(=O)Cc1n[nH]c(=O)c2ccccc12)C(=O)Nc1cc(Cl)cc(Cl)c1 (centres undefined),23µM*,1%,u
CCCCNC(=O)N1CCOCCOCCN(C(=O)NCCCC)CCOCC1,-10%,-2%,-12%
COC(C(=O)NC1CCCCCCC1)c1ccccc1 (centres undefined),-13%,-2%,-18%
O=C(NC(=S)NCc1ccccc1)c1ccccc1Br,8%,u,5%
O=C(CC1Oc2ccccc2NC1=O)NCCc1ccccc1 (centres undefined),-7%,-17%,3%
Cn1cccc1C(=O)OCC(=O)c1cc2ccccc2o1,-2%,-17%,0%
Cc1cccc(CNc2cc(-c3ccc(C(=O)N(C)C)cc3)ncn2)c1,-15%,-4%,-21%
Cc1cc(C)cc(-n2c(C)cc(C(=S)N3CCOCC3)c2C)c1,12µM*,-6%,u
COc1ccc(/C=C2\SC(=O)N(CCC(=O)Nc3ccccc3)C2=O)cc1OC,-12%,-4%,-1%
Cn1nnnc1SCCCNCc1cccc(OCc2ccc(F)cc2)c1,23µM*,-6%,u
Nc1nnc(-c2ccccc2Cl)s1,-7%,-4%,13%
CCN(Cc1ccccc1)c1c(C(=O)O)cnc2c1cnn2C,21%,8%,14%
COc1ccc(OCCC(=O)OCC(=O)NC(=O)NC(C)(C)C)cc1,-15%,-4%,-6%
# More records
SMILES,TDP1 cell noCPT,KAT2A inh,DT40 TDP1 CPT
O=C(CSc1ncnc2scc(-c3ccc(Cl)cc3)c12)NCc1ccc2c(c1)OCO2,u,1%,u
CC(=O)Nc1cccc(NC(=O)CSc2ncc(-c3ccc(Cl)cc3)n2Cc2ccco2)c1,21µM*,-7%,21µM*
O=C(NC(Cc1ccccc1)C(=O)O)/C(=C\c1ccc(F)cc1)NC(=O)c1ccco1 (centres undefined),5%,-7%,3%
CCN(CC(=O)Nc1ccc(NC(C)=O)cc1)C(=O)/C=C/c1ccc(S(=O)(=O)N2CCCCCC2)cc1,u,0%,u
Cc1cccc(NC(=O)CNC(=O)c2cccs2)n1,1%,1%,5%
COCCNC(=O)C1CCN(S(=O)(=O)c2ccc3c(c2)CCCN3C(C)=O)CC1,1%,-5%,8%
CCS(=O)(=O)c1ncc(N(Cc2ccccc2)Cc2ccco2)c(C(=O)Nc2ccccc2C)n1,-23%,-10%,-18%
Nc1nc2nonc2nc1N,-2%,-2%,41%[activator]
O=C(NCCO)C(=O)NCC1OCCCN1S(=O)(=O)c1cc(F)ccc1F (centres undefined),13%,-7%,4%
O=C(Nc1ccccc1N1CCCCC1)c1ccc(-c2ccc(Cl)cc2)o1,4.1µM*,-16%,3.3µM*
CCN(CC)C(=O)CSc1nc2ccccc2c(=O)n1CCC(=O)NCCc1ccc(OC)c(OC)c1,-26%,-1%,-14%
CC(=O)C1=C(O)C(=CC=Cc2ccccc2)OC1=O,16µM*,x,u
Cc1cc(C)cc(OC(=O)C23CCC(C)(C(=O)O2)C3(C)C)c1 (centres undefined),-20%,-4%,2%
CCN(CC)P(=O)(/C(Cl)=C\Nc1c(C)n(C)n(-c2ccccc2)c1=O)N(CC)CC,-4%,-2%,-18%
O=C(Nc1ccc(F)cc1F)NC1CCCCCCC1,1%,-1%,u
C/C(CC(=O)c1ccccc1)=N\NC(=O)CC#N,4%,-1%,-3%
CN(C)C(CNC(=O)c1ccc(Br)cc1)c1ccco1 (centres undefined),-16%,16%,4%
Cc1cc(C)nc(N/N=C/c2ccc(N3CCOCC3)cc2)n1,-16%,-6%,u
O=C(C1CCN(S(=O)(=O)N2CCCCC2)CC1)N1CCCCC1,6%,1%,-2%
c1ccc(-c2oc3ncnc(NCCCn4ccnc4)c3c2-c2ccccc2)cc1,18µM*,0%,23µM*
Cc1ccc(-n2c(-c3ccccc3)nsc2=NC#N)cc1,u,x,13µM*
COc1ccc2ccc3cccc[n+]3c2c1,-5%,x,5%
O=C(NN1CCOCC1)c1ccc(S(=O)(=O)N2CCCCC2)cc1,-6%,-5%,-7%
CN1CCC(N(C)C(=O)c2ccc(Cl)c(S(=O)(=O)N3CCc4ccccc43)c2)CC1,u,0%,u
Cn1c(=O)[nH]c(=O)c2[nH]c(CO)nc21,-16%,x,3%
Cc1cc2cc(CN(Cc3nnnn3C3CCCCC3)CC3CCCO3)c(=O)[nH]c2cc1C (centres undefined),u,-1%,u
Cc1ccccc1CSCC(=O)Nc1ccccc1F,-14%,u,20%
CC[C@@H]1CCCCc2ccccc2[C@H](C(=O)C[C@@H](O)CC(C)=O)OC1=O,-2%,-2%,21µM*
Cc1cc(C)c2c(=O)[nH]c(SCC(=O)N3CCOCC3)nc2n1,1%,2%,0%
CCc1ccccc1NC(=O)NCc1ccccn1,4%,-6%,-2%
Cc1ccc2nc(-c3ccc(C)c(NC(=O)COc4ccc(Br)cc4)c3)oc2c1,-12%,x,u
CC1(NC(=O)c2cccc(S(=O)(=O)N3CCCc4ccccc43)c2)CCS(=O)(=O)C1 (centres undefined),u,-2%,-26%
N/C(Cc1ccc([N+](=O)[O-])cc1)=N\OC(=O)C1CCCCC1,-1%,-6%,-21%
O=C(Cn1c(=O)n(-c2ccc(F)cc2)c(=O)c2sccc21)N1CCCC1,-8%,-12%,-8%
CCn1c(-c2ccccc2Cl)nn(CC(=O)Nc2ccc(OC)cc2)c1=S,u,-10%,-26%
Clc1ccc(CN2CCN(c3ncccn3)CC2)c(Cl)c1,2%,-14%,-4%
CC1=CC(C)(C)N(C(=O)CSc2nccn2C)c2cc(C)ccc21,u,0%,u
CC(NC(=O)CSc1nnc(-c2cc3cc(Cl)ccc3o2)n1C)c1ccccc1 (centres undefined),u,-7%,u
CCn1c(SCC(=O)c2ccc3c(c2)OCCO3)nnc1-c1ccco1,-9%,-14%,-12%
COc1ccc2oc(C(=O)OC/C(O)=C(\C#N)c3nc4ccccc4[nH]3)c(C)c2c1,-7%,-11%,-21%
Cc1nn(-c2ccccc2)c(Cl)c1C(=O)OC(C)C(=O)NC(=O)NC1CCCCC1 (centres undefined),u,-8%,u
COC(Cc1n[nH]c(=S)n1-c1ccccc1)OC,3%,-2%,-21%
CCC(C)(C)C1CCC2(CC1)NC(=O)N(CC(=O)NCCc1c[nH]c3ccccc13)C2=O (centres undefined),16µM*,3%,16µM*
CC(C)=NNc1nc2sc3c(c2c(=O)[nH]1)CC(C)(C)OC3,-18%,0%,u
COc1ccc(C(C(=O)NCc2ccccc2)N(C(=O)c2snc(C(N)=O)c2N)C2CCCC2)cc1O (centres undefined),4%,3%,-14%
O=C1CCCC(=O)N1c1ccc(NCCOCCO)c([N+](=O)[O-])c1,u,-3%,7%
C=C(CO)C1Cc2c(ccc3c(=O)c4c(oc23)COc2cc(OC)c(OC)cc2-4)O1 (centres undefined),u,x,u
COc1ccc(S(=O)(=O)N2CCCC(C(=O)NC3CCCCC3)C2)cc1 (centres undefined),-12%,-3%,1%
COCCN(C(=O)c1cc(-c2ccncc2)nc2ccccc12)c1c(N)n(CC(C)C)c(=O)[nH]c1=O,4%,-3%,5%
O=C(CN(Cc1ccc(F)cc1)C(=O)Cn1nnc2ccccc21)NCC1CCCO1 (centres undefined),1%,-1%,-3%
CC(=O)c1cccc(NS(=O)(=O)c2cc(OCC(N)=O)c(C)cc2Cl)c1,-12%,-14%,-15%
